# Screens (PubChem BioAssay)
# POLK inh: qHTS for Inhibitors of Polymerase Kappa; DNA polymerase kappa (Homo sapiens), Q9UBT6; Potency, µM (doses to about 107 µM), without a hit: at the highest dose activity, negative = inhibition, most hits filed as inhibitors; 400,000 tested, 0.53% active; purified Pol kappa, fluorescent DNA synthesis assay, 10 min; further: potency means the concentration at half of the fitted maximal effect; on the % scale 0 is the no-effect control and ±100 the full control effect
#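 Readout: fluorescence, taken kinetically at 0 and 10 min. Conditions: 10 nM Pol kappa, 15 min RT compound preincubation, 50 nM substrate final. Controls: enzyme-free buffer wells.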
# ERG-DNA inh: qHTS for Small Molecule Inhibitors of the ERG Ets/DNA interaction; fluorescence polarization, His-ERG Ets domain / labelled DNA; Transcriptional regulator ERG (Homo sapiens), P11308; Potency, µM (series often up to 76.9 µM), for the others: at the top dose FP activity, negative = inhibition, actives largely listed as inhibitors; 370,000 tested, 0.028% active; active means well fitted inhibition curve with a large enough effect in the polarisation, with a control signal flat; inconclusive means small, poorly fitted or top-dose-only effect, or effect the other way, or a change in a side signal; inactive means no such curve, though single readings can be large or run the other way; the % refers to the polarisation;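 further: polarization taken with two DNA probes labelled with fluorescein and Texas red; potency means the concentration at half of the fitted maximal effect; % of control where 0% means no effect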
#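 His-tagged ERG Ets domain (1 uM in the protein solution; 300mM KCl, 50mM Tris-HCl, 1mM EDTA, 1mM DTT, pH 7.5) received compound, then a probe mix of 5 nM fluorescein-DNA and 100nM Texas-615-DNA. Fluorescence polarization was read for both dyes.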
# POLB inh: qHTS Assay for Inhibitors of DNA Polymerase Beta; P06746; Pol beta primer extension/strand displacement, fluorescence kinetic; Potency, µM (highest dose often 114 µM), without a hit: at the top dose activity change, negative = inhibition, most hits filed as inhibitors; 340,000 tested, 1.3% active; further: potency means the concentration at half of the fitted maximal effect; on the % scale 0 is the no-effect control and ±100 the full control effect
#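 10 nM enzyme + cpd, 15 min RT; start with substrate 50 nM final; read 0 min and after 10 min RT. Corrected, normalized data; 4-parameter Hill curve fit.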
# RGS4 inhibitor: Inhibitors of Regulator of G Protein Signaling (RGS) 4: qHTS; Regulator of G-protein signaling 4 (Homo sapiens), P49798; Transcreener GDP fluorescence polarization, RGS4-accelerated GTP hydrolysis; Potency, µM (titrated, usually from 114 µM), for inactives: at the top dose activity change, negative = inhibition, hits mostly inhibitors; 390,000 tested, 0.039% active; further: potency means the concentration at half of the fitted maximal effect; on the % scale 0 is the no-effect control and ±100 the full control effect; nearly all actives have a fitted effect of over 75% in size; some results filed as inactive show a strong effect at the top dose
# Target sequence (P49798 whole entry, looked up): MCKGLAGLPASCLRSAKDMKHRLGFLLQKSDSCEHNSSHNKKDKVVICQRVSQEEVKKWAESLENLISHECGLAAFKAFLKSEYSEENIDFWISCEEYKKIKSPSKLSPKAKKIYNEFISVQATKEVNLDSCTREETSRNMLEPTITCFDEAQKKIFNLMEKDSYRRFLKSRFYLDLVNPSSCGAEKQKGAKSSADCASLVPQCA
#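 MLSMR compounds (23 nl, pin-transferred) preincubated 10 min at room temperature with a 500nM (2x) first reagent, then RGS4 at 900nM (2x) plus Transcreener GDP mix added; fluorescence polarization (620/688 nm) read before and after 90 min at 30 °C.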
# 12-LOX inh: Primary qHTS assay for inhibitors of human arachidonate 12S-lipoxygenase (ALOX12): Round 2; purified 12hLO, xylenol orange hydroperoxide absorbance; Potency, µM (series often up to 108 µM), for inactives: at the highest dose activity change, negative = inhibition, actives largely listed as inhibitors; 580,000 tested, 1.1% active; Polyunsaturated fatty acid lipoxygenase ALOX12 (Homo sapiens), P18054; further: potency means the concentration at half of the fitted maximal effect; on the % scale 0 is the no-effect control and ±100 the full control effect
# Target sequence (P18054 whole entry, looked up): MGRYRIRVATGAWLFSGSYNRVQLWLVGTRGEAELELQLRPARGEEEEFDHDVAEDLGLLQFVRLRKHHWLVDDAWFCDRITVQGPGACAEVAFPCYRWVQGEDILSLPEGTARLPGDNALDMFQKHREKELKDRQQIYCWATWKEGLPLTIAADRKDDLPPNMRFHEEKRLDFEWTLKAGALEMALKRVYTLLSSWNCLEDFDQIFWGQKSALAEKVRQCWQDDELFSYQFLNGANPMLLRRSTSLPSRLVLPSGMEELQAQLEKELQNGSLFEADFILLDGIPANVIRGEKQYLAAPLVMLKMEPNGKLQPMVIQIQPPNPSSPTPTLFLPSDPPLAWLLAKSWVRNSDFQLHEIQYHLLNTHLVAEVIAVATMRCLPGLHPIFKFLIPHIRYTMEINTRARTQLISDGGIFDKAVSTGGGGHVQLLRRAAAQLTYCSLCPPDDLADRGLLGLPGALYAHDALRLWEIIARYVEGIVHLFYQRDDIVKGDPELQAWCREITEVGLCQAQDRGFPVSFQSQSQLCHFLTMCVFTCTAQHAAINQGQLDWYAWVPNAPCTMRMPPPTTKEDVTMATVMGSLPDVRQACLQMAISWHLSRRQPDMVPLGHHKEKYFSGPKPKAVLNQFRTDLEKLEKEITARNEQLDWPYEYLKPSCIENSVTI
#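 Hydroperoxide product was detected by ferrous iron/xylenol orange as the 573 to 405 nm absorbance ratio. Arachidonic acid at 40 uM (final) was turned over for 30 min at room temperature by 150 nM human 12hLO, pH 7.0 Hepes buffer, after 15 min compound preincubation.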
# LDHA block: qHTS assay for inhibitors of human lactate dehydrogenase; AID 1347041, 2019; purified LDHA, NADH/diaphorase-resazurin fluorescence; hits give low values; activity change, % (values are at about 110 or 230 µM); 480,000 tested, 0.15% active; L-lactate dehydrogenase A chain (Homo sapiens), P00338; in the data active means activity change below about -30%; inconclusive means mostly about -25% to -30%;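 further: plate controls were DMSO wells for no effect and wells without enzyme for full effect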
#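 LDH5 2 nM; NADH 0.06 mM, pyruvate 0.2 mM; 200 mM Tris pH 7.4, EDTA, Tween-20; 5 min RT. Detection: diaphorase 0.133 mg/mL + resazurin 37 µM, fluorescence ex540/em590 at 0 and 20 min; normalized to enzyme-free and DMSO wells.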
# APE1 inh: qHTS Assay for Inhibitors of the Human Apurinic/apyrimidinic Endonuclease 1 (APE1); DNA repair nuclease/redox regulator APEX1 (Homo sapiens), P27695; recombinant APE1, TAMRA/BHQ-2 abasic DNA cleavage fluorescence; Potency, µM (doses to about 65.8 µM), without a hit: at the highest dose activity change, negative = inhibition, hits mostly inhibitors; 350,000 tested, 0.35% active; AID 2517, 2012;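 further: potency means the concentration at half of the fitted maximal effect; plate controls were vehicle for no effect and reference inhibitor for full effect; nearly all actives have a fitted effect of over 55% in size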
#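 Measures dequenching upon AP-site incision of a 5'-TAMRA/3'-BHQ-2 THF-containing duplex, 50 nM; human APE1 0.75 nM after 15 min room-temperature exposure to compound; kinetic three-point read at one-minute spacing.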
# Pol eta inh: qHTS for Inhibitors of Polymerase Eta; 390,000 tested, 1.2% active; AID 588591, 2011; DNA polymerase eta (Homo sapiens), Q9Y253; recombinant Pol eta, fluorescent DNA replication assay; Potency, µM (highest dose often 114 µM), inactives show at the top dose activity change, negative = inhibition, actives largely listed as inhibitors; further: potency means the concentration at half of the fitted maximal effect; on the % scale 0 is the no-effect control and ±100 the full control effect
#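 Pol eta at 10 nM preincubated with compounds 15 min at room temperature; reaction started with fluorescent substrate (50 nM final) and read kinetically at 0 and 10 min.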
# Anesthetic bind: qHTS Assay for Identification of Novel General Anesthetics. Ferritin light chain (Equus caballus), P02791. apoferritin/1-aminoanthracene competitive binding, fluorescence. Potency, µM (series often up to 77.5 µM), for inactives: at the highest dose activity change, negative = displacement, usual class: inhibitors. 350,000 tested, 0.074% active. AID 485281, 2010; further: potency means the concentration at half of the fitted maximal effect; on the % scale 0 is the no-effect control and ±100 the full control effect; nearly all actives have a fitted effect of over 20% in size
# Target sequence (P02791 2-175 limits assumed): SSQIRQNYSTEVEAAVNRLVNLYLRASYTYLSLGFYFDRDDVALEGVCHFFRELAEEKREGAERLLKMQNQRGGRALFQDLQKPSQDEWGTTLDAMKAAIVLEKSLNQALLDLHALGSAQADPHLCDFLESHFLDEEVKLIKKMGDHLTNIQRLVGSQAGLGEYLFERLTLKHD
#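 10 uM apoferritin + 50% sat. 1-AMA, PBS; cpd 10 min RT; Ex380/Em535 endpoint; normalized to free probe vs complex; 4-param Hill fit; propofol titration as pos. ctrl.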
# Active calls of the source: *; ? = inconclusive; nt = no result given; [ ] = remark or other dose. Unless noted, the call rests on the fitted dose curve; in most records, active means well fitted curve in the direction sought with a large enough effect; inconclusive means small, poorly fitted or top-dose-only effect, or another doubt; inactive means no such curve, though single readings can be large; an effect the other way counts as inactive or inconclusive. This is a subset; the hit share may differ from the screen's.
SMILES,POLK inh,ERG-DNA inh,POLB inh,RGS4 inhibitor,12-LOX inh,LDHA block,APE1 inh,Pol eta inh,Anesthetic bind
COC(=O)c1cc2oc(C)cc2n1CC(=O)Nc1ccc(C)c(C)c1,-26%,-3%,2%,-12%,-6%,2,-1%,-7%,-15%
O=C(Cc1csc(-c2ccccc2)n1)NCc1ccco1,-5%,3%,6%,-9%,0%,-1,21%,0%,-8%
Cc1[nH]c2ccc(CNS(=O)(=O)c3ccc(S(=O)(=O)N4CCOCC4)cc3)cc2c1C,-10%,nt,2%,9%,-4%,0,-1%,1%,?
CCOc1ccc(/C(CCC(=O)O)=N/NC(=S)NCCc2ccccc2)cc1,-17%,-3%,-18%,9%,?,-4,1%,-2%,-24%
O=C(CN1CCN(Cc2ccccc2F)C1=O)NCC1CCCO1 (centres undefined),16%,-1%,-10%,0%,4%,-2,-1%,-17%,4%
O=C(Nc1ccc2c(c1)OCCO2)C1CCN(S(=O)(=O)c2cccc3nsnc23)CC1,-9%,0%,16%,?,-24%,0,16%,6%,-12%
O=C(NCCc1cnc[nH]1)c1ccc(-c2ccccc2)cc1,6%,23%,-21%,37%,-3%,-1,26%,-4%,-6%
CCOC(=O)COn1c(=O)c(-c2cccs2)[n+]([O-])c2ccccc21,-8%,-5%,2%,1%,?,2,-1%,-11%,-16%
COc1cc(NC(=S)N2CCN(C(=O)c3ccco3)CC2)c(OC)cc1Cl,5%,2%,39%,?,-15%,3,21%,-16%,-4%
COCCCn1c(C(=O)Nc2ccc3c(c2)OCO3)cc2c(=O)n3ccccc3nc21,-10%,-7%,8%,-70%[56.9 µM],-26%,-14,28%,0%,0%
Cc1ccccc1C(=O)Nc1ccccc1NC(=O)c1ccccc1Br,3%,-12%,20%,23%,14%,-9,7%,-5%,-8%
Cc1nc2ccc(S(=O)(=O)N(CC(=O)Nc3cccc(C)c3C)Cc3ccccc3)cc2s1,10%,3%,4%,-10%,9%,-2,nt,16%,-5%
CC(C)(C)N(NC(=O)OCc1ccccc1)C(=O)c1ccccc1,-4%,-2%,-7%,0%,-4%,-4,3%,-23%,1%
CCc1nc2sc3c(c2c(=O)n1N)CCC3,-4%,1%,3%,19%,2%,-3,-5%,8%,-12%
C#CNC(=O)C1(CC=C)CCNCC1,11%,0%,nt,-13%,-6%,-3,1%,-12%,nt
NC(=O)N/N=C/c1cn(-c2ccccc2)nc1-c1ccccc1,-3%,13%,-16%,5%,-14%,-3,13%,-10%,-5%
CCN(CC)CCCn1c(C)cc2c(c1=O)C(c1cc(OC)c(OC)cc1OC)C(C#N)=C(N)O2 (centres undefined),-7%,0%,6%,-5%,0%,-6,4%,-14%,-7%
O=C(CSC(=S)N1CCSCC1)c1ccccc1,-8%,-14%,7%,-24%,-14%,-5,12%,6%,?
COc1cc(/C=C/C2=NNC(=O)CC2)cc(OC)c1OC,-10%,-3%,89%,-17%,nt,-1,4%,-22%,-8%
O=c1c2ccc([N+](=O)[O-])cc2ncn1Cc1ccccc1C(F)(F)F,-5%,-11%,-12%,3%,8%,0,-8%,-10%,-9%
CCc1cc2c(N3CCN(C(=O)c4ccco4)CC3)ncnc2s1,-28%,7%,1%,10%,-8%,0,4%,-18%,-7%
CCc1c(C(=O)NN2C(=O)C3CCCCC3C2=O)csc1C (centres undefined),-3%,4%,56%,6%,-32%,-6,13%,-20%,?
CN1/C(=C\C(=O)C[n+]2cccc(Br)c2)C(C)(C)c2ccccc21,-2%,15%,23%,-4%,1%,1,-2%,-18%,-22%
CCCn1c(NCc2cc(C)ccc2O)nc2ccccc21,-14%,-3%,?,-1%,-2%,-5,-4%,-6%,?
CC(C)NC(=O)c1ccc(-n2nc(C(F)(F)F)c3c2CCCC3)cc1,-10%,-1%,-8%,8%,-1%,-5,-2%,-26%,-3%
Cc1ccc(-n2ncc3c(NCCCN4CCOCC4)ncnc32)cc1,-5%[60.1 µM],-8%,32%,2%,-10%,0,nt,1%,5%
CC(Sc1nc(=O)cc(N)n1CCc1ccccc1)C(=O)Nc1cccc(Cl)c1 (centres undefined),-8%,-1%,2%,-28%,?,1,nt,nt,-7%
Cc1cccc(/C=C\c2nc3ccccc3c(=O)[nH]2)c1,3%,-1%,3%,-13%,-1%,-6,5%,-11%,34%[activator]
CC(C)(C)NC(=O)C(c1ccc(O)cc1)N(Cc1ccccc1)C(=O)CCC(=O)Nc1nccs1 (centres undefined),-2%,0%,29%,3%,-16%,-4,12%,-7%,-15%
COc1ccc(N(C)C(=O)c2sc(Cl)nc2C)cc1,17%,-4%,-1%,-34%,?,1,33%,-12%,-6%
COc1ccc(C(=O)N(CC2CCCO2)C(C(=O)NCCC(C)C)c2ccc(C)cc2)cc1OC (centres undefined),-8%,-4%,-2%,-23%,11%,-4,2%,-14%,-9%
CC(C)(C)c1cn(-c2ccc(F)cc2)c(=S)[nH]1,1%,7%,0%,?,-19%,-2,-5%,-8%,-17%
COc1cccc(N2CCC(N3CCN(C)C(CCO)C3)CC2)c1 (centres undefined),-12%,1%,15%,21%,0%,-9,-9%,-8%,2%
C[C@H](NC(=O)NC1CCCc2ccccc21)C(=O)O (some centres undefined),-6%,-9%,20%,-7%,nt,-2,0%,-19%,-8%
NC(=O)C1(C(N)=O)OC1c1ccc(Cl)c(Cl)c1 (centres undefined),-5%,4%,2%,-2%,-11%,-7,-5%,-19%,2%
O=c1c(C(c2nnnn2C2CCCCC2)N2CCCCC2)coc2ccc(Cl)cc12 (centres undefined),-9%,-3%,100µM*,11%,0%,-12,-7%,-13%,-13%
N#Cc1sc2nc3c(c(-c4ccco4)c2c1N)CCCC3,-14%,5%,21%,20%,0%,-1,-11%,-6%,-12%
Cc1ccccc1C(=O)NCCCc1ccccc1,3%,?,4%,-8%,18%,-3,11%,-23%,-15%
O=C(Cc1c[nH]c2ccccc12)Nc1nc2ccccc2[nH]1,-21%,0%,-29%,17%[11.4 µM],0%,-2,4%,-5%,-22%
COc1cc(C(C)=O)ccc1OCC(=O)Nc1ccc2nc(C)sc2c1,8%,-7%,nt,0%,13%,3,7%,0%,nt
Cc1ccc(C)c(NC(=O)C(Cc2ccccc2)n2cccc2)c1 (centres undefined),3%,9%,0%,4%,0%,1,nt,-14%,-1%
CCCn1cnc2c(SCc3ccc(Cl)cc3)nc(N)nc21,-14%,-7%,nt,0%,-2%,-2,nt,-22%,nt
O=C(CNC(=O)c1ccc(S(=O)(=O)N2CCCCC2)cc1)N/N=C/c1ccco1,-9%,1%,3%,-5%,-4%,-18,-5%,-4%,-15%

# Arranged by number of heavy atoms (largest number first): 9 of the compounds above.
SMILES,POLK inh,ERG-DNA inh,POLB inh,RGS4 inhibitor,12-LOX inh,LDHA block,APE1 inh,Pol eta inh,Anesthetic bind
COc1ccc(C(=O)N(CC2CCCO2)C(C(=O)NCCC(C)C)c2ccc(C)cc2)cc1OC (centres undefined),-8%,-4%,-2%,-23%,11%,-4,2%,-14%,-9%
O=c1c(C(c2nnnn2C2CCCCC2)N2CCCCC2)coc2ccc(Cl)cc12 (centres undefined),-9%,-3%,100µM*,11%,0%,-12,-7%,-13%,-13%
O=C(CNC(=O)c1ccc(S(=O)(=O)N2CCCCC2)cc1)N/N=C/c1ccco1,-9%,1%,3%,-5%,-4%,-18,-5%,-4%,-15%
COc1cc(C(C)=O)ccc1OCC(=O)Nc1ccc2nc(C)sc2c1,8%,-7%,nt,0%,13%,3,7%,0%,nt
COc1cccc(N2CCC(N3CCN(C)C(CCO)C3)CC2)c1 (centres undefined),-12%,1%,15%,21%,0%,-9,-9%,-8%,2%
O=C(Cc1c[nH]c2ccccc12)Nc1nc2ccccc2[nH]1,-21%,0%,-29%,17%[11.4 µM],0%,-2,4%,-5%,-22%
N#Cc1sc2nc3c(c(-c4ccco4)c2c1N)CCCC3,-14%,5%,21%,20%,0%,-1,-11%,-6%,-12%
Cc1ccccc1C(=O)NCCCc1ccccc1,3%,?,4%,-8%,18%,-3,11%,-23%,-15%
CC(C)(C)c1cn(-c2ccc(F)cc2)c(=S)[nH]1,1%,7%,0%,?,-19%,-2,-5%,-8%,-17%
